STEP block: blocks human striatal-enriched tyrosine phosphatase. actives 0.25% (n = 360,000). inhibition, % at 20 µM. P54829. AID 588621. recombinant STEP, OMFP fluorogenic substrate, fluorescence;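 active = inhibition at 20 µM, scaled per plate between control wells, above about 37%, limit read from the data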;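 note: 0% = DMSO with enzyme and substrate and 100% = substrate only without enzyme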
Target sequence (P54829 whole entry, looked up): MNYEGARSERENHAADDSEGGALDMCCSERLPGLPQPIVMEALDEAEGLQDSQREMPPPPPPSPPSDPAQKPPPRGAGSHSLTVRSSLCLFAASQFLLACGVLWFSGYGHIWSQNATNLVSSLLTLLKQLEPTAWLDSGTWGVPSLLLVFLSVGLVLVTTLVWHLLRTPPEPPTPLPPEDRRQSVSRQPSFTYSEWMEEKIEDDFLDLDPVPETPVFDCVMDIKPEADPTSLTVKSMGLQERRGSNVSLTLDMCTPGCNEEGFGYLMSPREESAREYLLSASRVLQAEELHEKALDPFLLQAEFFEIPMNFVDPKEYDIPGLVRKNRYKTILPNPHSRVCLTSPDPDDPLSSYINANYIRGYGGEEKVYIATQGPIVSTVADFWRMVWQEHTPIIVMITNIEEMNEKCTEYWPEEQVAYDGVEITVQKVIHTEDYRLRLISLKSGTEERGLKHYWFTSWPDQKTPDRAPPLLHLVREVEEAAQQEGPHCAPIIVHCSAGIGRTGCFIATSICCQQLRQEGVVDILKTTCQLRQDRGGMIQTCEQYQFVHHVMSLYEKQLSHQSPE
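medium = Bis-Tris buffer pH 6.0, 2.5 mM DTT, 0.005% Tween 20 | test system = STEP (striatal-enriched tyrosine phosphatase) enzyme, cell-free | measure = normalized % inhibition | compound dosing = 20 µM, 1% DMSO | also added = 25 µM OMFP | schedule = reaction 20 min, ambient temperature | measured by = fluorescence read at 480 nm ex / 540 nm em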
Rpn11 inh: blocks the human proteasome subunit Rpn11; O00487; AID 588493; calls only at 20 µM; human 26S proteasome, Ub4-pepOG fluorescence polarization; 20S core pre-blocked with epoxomicin; actives 0.59% (n = 360,000);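 active = inhibition at 20 µM, scaled to each plate's controls, above about 33%, limit read from the data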
LMPTP inh: blocks human LMPTP phosphatase; actives 0.22% (n = 360,000); inhibition, % at 20 µM; AID 651560; recombinant LMPTP-A, OMFP fluorogenic substrate, fluorescence intensity;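 active = compounds that cut the enzyme signal by at least half of the control window in the single-dose screen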;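 note: plate controls were DMSO wells with enzyme plus substrate for no effect and substrate without enzyme for full effect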
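Assay system: LMPTP-A enzyme. Input: 0.625 nM LMPTP-A final. Probe or stimulus: 400 µM OMFP. Compound dosing: single 20 µM dose. Schedule: 50 min dark incubation at room temperature. Detection: fluorescence intensity of OMFP turnover product. Read-out: percent inhibition versus substrate-only and uninhibited controls. Benchmarks: no-enzyme low control, uninhibited high control.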
NadD block: blocks S. aureus nicotinate mononucleotide adenylyltransferase; purified NadD enzyme, colorimetric absorbance read-out; inhibition, % at 20 µM; actives 0.78% (n = 360,000); AID 602399; in the data active = inhibition above about 26%; note: some compounds past the cut are filed as inactive
DNMT1 inh: inhibitors of human DNMT1; inhibition (reported as % activation of signal), % at 10 µM; actives 0.83% (n = 360,000); AID 588458; DNMT1 molecular beacon, Hinp1I cleavage, fluorescence; P26358; in the data active = inhibition above about 50%
Rin1-Abl PPI inh: blocks binding of human Rin1 to Abl. P00519+Q13671. TR-FRET Rin1/Abl binding, biochemical. inhibition, % at 7.35 µM. actives 0.4% (n = 360,000). AID 588664; in the data active = inhibition above about 5%, passing the limit was not always enough
Neddylation inh: blocks human cullin neddylation | P61081+Q13564 | TR-FRET cullin neddylation, biochemical | calls only at 25 µM | actives 0.58% (n = 360,000); in the data active = inhibition above about 36%
SUMO1-SIM PPI: alters human SUMO1 binding to SIM partners; P63165; SUMO1 binding to a labelled peptide, TR-FRET, 1 h; inhibition, % at 20 µM; actives 0.33% (n = 360,000); AID 602429; in the data active = inhibition above about 37%
Target sequence (P63165 whole entry, looked up): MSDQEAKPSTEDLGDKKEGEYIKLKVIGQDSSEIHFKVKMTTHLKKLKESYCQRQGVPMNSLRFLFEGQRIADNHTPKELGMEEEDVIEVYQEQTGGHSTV
CSN deneddyl inh: inhibitors of human CSN-mediated cullin deneddylation; Purified CSN, SCF-Nedd8-OG deneddylation, fluorescence polarization; inhibition, % at 12.5 µM; actives 0.38% (n = 360,000);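 active = pattern-corrected inhibition above about 35%, with an unprinted fluorescence ratio check between 0.5 and 1.5, limit read from the data, passing the limit was not always enough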;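 note: 0% = enzyme with substrate and 100% = substrate without enzyme; some results filed as inactive read as strong as hits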
Target sequence (Q92905 whole entry, looked up, one chain of several): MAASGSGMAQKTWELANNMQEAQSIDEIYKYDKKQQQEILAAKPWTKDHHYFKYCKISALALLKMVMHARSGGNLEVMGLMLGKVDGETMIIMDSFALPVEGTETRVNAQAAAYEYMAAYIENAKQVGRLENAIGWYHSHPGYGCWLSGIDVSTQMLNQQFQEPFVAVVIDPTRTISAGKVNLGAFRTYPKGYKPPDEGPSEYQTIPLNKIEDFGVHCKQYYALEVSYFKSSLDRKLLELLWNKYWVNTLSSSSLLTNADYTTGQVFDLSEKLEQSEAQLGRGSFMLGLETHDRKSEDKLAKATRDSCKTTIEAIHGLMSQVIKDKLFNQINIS
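Assay system: purified human Csn5 enzyme expressed in HEK293T cells; measure: % inhibition; also added: SCFSkp2-Nedd8OG substrate at 10 nM final; technique: fluorescence polarization; times: reaction 90 min, room temperature; medium: Tris buffer pH 7.5, NaCl, DTT, Tween-20, trehalose, ovalbumin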
Scp-1 inhibitor: inhibitors of human Scp-1 phosphatase | Q9GZU7 | Recombinant Scp1, phosphopeptide, malachite green phosphate absorbance | inhibition, % at 20 µM | actives 0.88% (n = 340,000);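 active = inhibition above about 50% at 20 µM, limit read from the data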;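 note: plate controls were DMSO wells with enzyme for no effect and wells lacking enzyme for full effect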
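System: SCP-1 catalytic domain; Reagent: Phospho 17-mer peptide substrate; Doses: one concentration, 20 µM, with 1.0% DMSO; Incubation: 45 min room-temperature reaction, 5 min colour, 30 min stabiliser; Signal: Phosphate-binding colour reagent, absorbance read at 630 nm.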
Active calls of the source: *; i = inactive; nt = not tested or not shown; + = active, no number.

Values run as follows: STEP block	Rpn11 inh	LMPTP inh	NadD block	DNMT1 inh	Rin1-Abl PPI inh	Neddylation inh	SUMO1-SIM PPI	CSN deneddyl inh	Scp-1 inhibitor
CCN1C(=O)CCN(C2CCCC2)c2nc(Nc3ccc(C(=O)NC4CCN(C)CC4)cc3OC)ncc21
    1	i	-0.2	-8	-1	6	+	7	0	4
COc1ccc(N2CCOCC2)c(NC(=O)c2cc3ccccc3o2)c1
    1	i	1.2	-6	3	0	i	8	3	4
Cc1cc2oc(=O)cc(CN3CCOCC3)c2cc1Cl
    -1	i	-0.7	-1	1	2	i	-4	-1	-7
CC1(C)NC(=O)N(CCOc2ccc3c(c2)CCC3)C1=O
    8	i	-0.6	-2	3	-2	i	2	3	-2
C=COC(=O)CSc1snc(SCC(=O)OC)c1C#N
    2	i	-0.9	-2	-4	1	i	0	4	-8
NS(=O)(=O)c1ccc(N=Nc2c(-c3ccccc3)[nH]n(-c3nc(-c4ccccc4)cs3)c2=O)cc1
    2	i	2.4	37*	-18	-1	i	-6	-3	1
Cc1c(C(=O)N2CCN(Cc3ccccc3)CC2)oc2c1C(=O)CCC2
    1	i	-0.8	-3	0	-1	i	6	-4	-7
COc1cc(OC)cc(C(=O)NC(=S)NNC(=O)[C@H]2C[C@@H]2c2ccccc2)c1
    3	i	0.9	14	0	-1	+	1	1	-4
CC(C)(C)c1ccc(S(=O)(=O)NCc2ccc(C(=O)N3CCOCC3)cc2)cc1
    0	i	-0.6	-6	-3	-1	i	1	-9	3
CCCCc1ccc(NC(=O)CSC2=NN3CCCC(=O)N=C3S2)cc1
    -1	i	1.1	-7	0	1	i	13	3	-5
Cc1cccc(C)c1NC(=O)Cn1c(CN2CCCCC2)nc2ccccc2c1=O
    -5	i	-0.2	-3	-1	3	i	2	0	0
COc1ccc(NC(=O)CC2SC(=O)NC2=O)cc1 (stereo not given)
    1	i	-1.0	-1	1	1	i	2	3	-5
Cc1ccc2c(c1)C1CN(C)CCC1N2S(=O)(=O)c1ccc(C(C)C)cc1 (stereo not given)
    -5	i	0.9	6	-3	2	i	3	0	-3
O=C(O)CCC(=O)Nc1ccc(-c2nnc(-c3ccco3)o2)cc1
    -1	i	-1.0	4	5	-2	nt	12	2	-10
Cc1ccccc1C(=O)Nc1nnc(SC(C)C)s1
    -2	i	0.4	-1	1	-1	i	-2	-3	7
CCC(C(=O)NCc1ccccc1OC)n1nc(C)n2c(cc3occc32)c1=O (stereo not given)
    -1	i	1.5	0	-4	-1	i	-1	2	-4
COc1ccc(NC(=O)CC(NCc2ccccn2)C(=O)O)cc1 (stereo not given)
    -2	i	-1.4	-5	0	0	i	3	3	-15
CCN1CCN(C(c2cccs2)C(C)NC(=O)c2cccc(OC)c2)CC1 (stereo not given)
    -2	i	-1.5	2	1	-1	i	-4	-3	2
Cc1cc(NC(=O)C2CC(=O)N(c3cccc(C)c3C)C2)no1 (stereo not given)
    -2	i	-0.2	-1	7	4	i	4	-2	-5
CSc1ccc(/C=C/C(=O)N2CCN(c3ccccn3)CC2)cc1
    2	i	2.4	4	-4	-7	i	-19	-2	-5
CC1(C(=O)NS(=O)(=O)c2ccc(F)cc2F)CCN1C(=O)Cc1ccc(Cl)cc1Cl (stereo not given)
    2	i	-1.4	-4	6	-1	i	5	-6	nt
Cc1cc(C(=O)COC(=O)/C=C/c2cccc(Br)c2)c(C)n1C
    -3	i	2.3	-1	-4	2	i	3	4	-11
CC1Cc2cc(S(=O)(=O)N3CCC(C(N)=O)CC3)ccc2N1C(=O)C1CC1 (stereo not given)
    -1	i	0.2	0	0	0	i	7	4	-6
CCCCN(C)CCNC(=O)c1ccc(Cn2c(=S)[nH]c3ccc(Br)cc3c2=O)cc1
    3	i	1.6	16	-7	2	i	5	-1	-3
COc1ccc(OCC(O)CNC(=O)c2ccc(Br)cc2)cc1 (stereo not given)
    3	i	-1.8	-7	-4	-3	i	0	6	-9
Cc1cc(=O)c(C(=O)O)nn1-c1cccc(C(F)(F)F)c1
    2	i	-1.9	-6	0	-1	i	-1	3	-7
O=C(C1=C(O)C(=O)N(Cc2ccco2)C1c1ccccc1F)c1cccs1 (stereo not given)
    5	i	0.2	7	-5	-4	i	-6	-5	-9
CC(C)[C@H](NS(=O)(=O)c1ccc2c(c1)OCCO2)C(=O)OCC(=O)Nc1cccc(Cl)c1Cl
    -2	i	0.4	-6	-5	-1	i	3	-4	-7
O=C(N/N=C/c1ccc(-c2ccccc2[N+](=O)[O-])o1)c1cccnc1
    -1	i	2.2	7	-22	-2	i	5	-11	11
O=S(=O)(c1ccc2ccccc2c1)N1CCN(C(=S)Nc2ccccc2F)CC1
    -1	i	2.0	-7	0	-1	i	-1	2	-11
CCOCCCNC(=O)C(NC(=O)CNC(C)=O)c1ccc(C)cc1 (stereo not given)
    -6	i	0.2	-2	3	1	i	-5	1	-3
COc1ccccc1/C=C/C=N/NC(=O)CCC1C(=O)NN=C1C (stereo not given)
    2	i	-1.1	3	-1	0	i	1	0	-6
COc1cccc(NC(=O)NC2CCN(Cc3nnnn3Cc3ccc(F)cc3)CC2)c1
    1	i	-0.4	-1	-6	-6	i	-3	3	-8
CC(=O)N1CCN(c2ccc([N+](=O)[O-])c(NCc3cccnc3)c2)CC1
    -1	i	2.2	1	3	-20	i	-33	-5	2
CSc1ccccc1N=CC1=C(O)CC(C)(C)CC1=O
    -2	i	2.2	4	4	1	i	-11	0	-3
CCC(C(=O)NC1CCCCC1)N(Cc1cccs1)C(=O)c1snc(C(N)=O)c1N (stereo not given)
    2	i	-0.1	-1	3	1	i	-7	0	-5
CCCCNC(=O)CS(=O)Cc1nc(-c2ccc(C)cc2)oc1C (stereo not given)
    0	i	-2.6	1	3	3	i	-4	-5	-1
Cc1ccc(C(=O)Nc2cccc(C(F)(F)F)c2)cc1NC(=O)c1c[nH]c2cc(C(F)(F)F)ccc2c1=O
    4	i	0.8	18	20	0	i	5	-2	-5
Cc1[nH]n2c(=O)cc(-c3ccc([N+](=O)[O-])cc3)nc2c1-c1ccccc1
    3	i	1.1	34*	0	-3	i	-13	-2	-5
COc1ccc(CN2CCC(n3nccc3NC(=O)C3CC3)CC2)c(OC)c1OC
    2	i	-0.1	-5	-2	0	i	5	0	-5
CCCCC1(C(=O)OC)NC(c2ccc(O)cc2)C2C(=O)N(c3ccccc3)C(=O)C21 (stereo not given)
    1	i	1.5	-5	8	0	i	4	0	-10
COC(=O)c1[nH]c2cccc(OC)c2c1NC(=O)CN1CCC(C(N)=O)(N2CCCCC2)CC1
    -2	i	-0.5	3	0	-7	nt	-4	-2	0
C#CCOCCOCCOCCNc1nc(N2CCN(C(=O)[C@H](C(C)C)n3cc(CCO)nn3)CC2)nc(N2CCN(C(=O)[C@H]([C@@H](C)CC)n3cc(CCCCN)nn3)CC2)n1
    -1	i	-0.2	-2	-1	0	i	5	-1	-1
CC(Nc1ccc(S(=O)(=O)N2CCN(C)CC2)cc1[N+](=O)[O-])c1ccccc1 (stereo not given)
    4	i	-0.3	-9	1	-2	i	-27	0	-2
O=C(Nc1ccc(CN2CCCCC2)cc1)c1cc(Br)ccc1Cl
    0	i	1.1	-4	-2	2	i	2	-4	-5
CCCCN1C(=O)C(CC(=O)NCc2cccs2)CC(C(=O)N(C(C)C)C(C)C)=C1C (stereo not given)
    -1	i	0.1	7	6	-3	i	-2	2	nt
CC1=NN(C(C#N)c2ccccc2O)C(C)(C)C1 (stereo not given)
    1	i	-1.5	-2	5	2	i	0	2	6
COc1ccc(N2CCN(c3cc(C)c4ccccc4n3)CC2)cc1
    -3	i	0.2	-10	4	3	i	-3	2	2
CN1C(=O)COc2ccc(C(=O)c3ccccc3C(=O)O)cc21
    1	i	-0.6	1	1	-1	i	-2	9	-9
CC(C)CC(NC(N)=O)C(=O)NCc1ccccc1Cl (stereo not given)
    1	i	-0.4	7	-1	0	i	1	0	-9
CCNC(=O)c1ccc(NC(=O)CC2SC(N3CCCCC3)=NC2=O)cc1 (stereo not given)
    0	i	-0.6	-5	2	1	i	-2	-3	-9

13 compounds already listed, sorted by SMILES length, rising.
Values run as follows: STEP block	Rpn11 inh	LMPTP inh	NadD block	DNMT1 inh	Rin1-Abl PPI inh	Neddylation inh	SUMO1-SIM PPI	CSN deneddyl inh	Scp-1 inhibitor
CC1=NN(C(C#N)c2ccccc2O)C(C)(C)C1 (stereo not given)
    1	i	-1.5	-2	5	2	i	0	2	6
CC(C)CC(NC(N)=O)C(=O)NCc1ccccc1Cl (stereo not given)
    1	i	-0.4	7	-1	0	i	1	0	-9
O=C(Nc1ccc(CN2CCCCC2)cc1)c1cc(Br)ccc1Cl
    0	i	1.1	-4	-2	2	i	2	-4	-5
CN1C(=O)COc2ccc(C(=O)c3ccccc3C(=O)O)cc21
    1	i	-0.6	1	1	-1	i	-2	9	-9
CCNC(=O)c1ccc(NC(=O)CC2SC(N3CCCCC3)=NC2=O)cc1 (stereo not given)
    0	i	-0.6	-5	2	1	i	-2	-3	-9
COc1ccc(CN2CCC(n3nccc3NC(=O)C3CC3)CC2)c(OC)c1OC
    2	i	-0.1	-5	-2	0	i	5	0	-5
COc1cccc(NC(=O)NC2CCN(Cc3nnnn3Cc3ccc(F)cc3)CC2)c1
    1	i	-0.4	-1	-6	-6	i	-3	3	-8
CC(=O)N1CCN(c2ccc([N+](=O)[O-])c(NCc3cccnc3)c2)CC1
    -1	i	2.2	1	3	-20	i	-33	-5	2
CCC(C(=O)NC1CCCCC1)N(Cc1cccs1)C(=O)c1snc(C(N)=O)c1N (stereo not given)
    2	i	-0.1	-1	3	1	i	-7	0	-5
CCCCN1C(=O)C(CC(=O)NCc2cccs2)CC(C(=O)N(C(C)C)C(C)C)=C1C (stereo not given)
    -1	i	0.1	7	6	-3	i	-2	2	nt
CCCCC1(C(=O)OC)NC(c2ccc(O)cc2)C2C(=O)N(c3ccccc3)C(=O)C21 (stereo not given)
    1	i	1.5	-5	8	0	i	4	0	-10
Cc1ccc(C(=O)Nc2cccc(C(F)(F)F)c2)cc1NC(=O)c1c[nH]c2cc(C(F)(F)F)ccc2c1=O
    4	i	0.8	18	20	0	i	5	-2	-5
C#CCOCCOCCOCCNc1nc(N2CCN(C(=O)[C@H](C(C)C)n3cc(CCO)nn3)CC2)nc(N2CCN(C(=O)[C@H]([C@@H](C)CC)n3cc(CCCCN)nn3)CC2)n1
    -1	i	-0.2	-2	-1	0	i	5	-1	-1
